Yp Topo-I inh = inhibitors of Yersinia pestis topoisomerase I. Y. pestis Topo-I cleavage product accumulation, plate reader. activity, % at 10 µM. hit rate 0.064% among 360,000. AID 504884; in the data active means activity above about 50%, passing the limit was not always enough; inconclusive means no clear call, values can overlap the other calls; further: inactives centre near 2
BoNT-F LC inh = BoNT F light chain protease inhibition; Multiplex microsphere protease cleavage assay, flow cytometry; inhibition, % at 10 µM; hit rate 0.22% among 360,000; in the data active means inhibition above about 35%, passing the limit was not always enough; inconclusive means no clear call, values can overlap the other calls; further: plate controls were buffer without enzyme for full effect and enzyme alone for no effect
Anthrax LF inh2 = blocks Bacillus anthracis lethal factor protease. P15917. multiplex microsphere protease cleavage assay, LF. inhibition, % at 10 µM. hit rate 0.12% among 360,000; further: plate controls were buffer without enzyme for full effect and enzyme alone for no effect
Target sequence (P15917 whole entry, looked up): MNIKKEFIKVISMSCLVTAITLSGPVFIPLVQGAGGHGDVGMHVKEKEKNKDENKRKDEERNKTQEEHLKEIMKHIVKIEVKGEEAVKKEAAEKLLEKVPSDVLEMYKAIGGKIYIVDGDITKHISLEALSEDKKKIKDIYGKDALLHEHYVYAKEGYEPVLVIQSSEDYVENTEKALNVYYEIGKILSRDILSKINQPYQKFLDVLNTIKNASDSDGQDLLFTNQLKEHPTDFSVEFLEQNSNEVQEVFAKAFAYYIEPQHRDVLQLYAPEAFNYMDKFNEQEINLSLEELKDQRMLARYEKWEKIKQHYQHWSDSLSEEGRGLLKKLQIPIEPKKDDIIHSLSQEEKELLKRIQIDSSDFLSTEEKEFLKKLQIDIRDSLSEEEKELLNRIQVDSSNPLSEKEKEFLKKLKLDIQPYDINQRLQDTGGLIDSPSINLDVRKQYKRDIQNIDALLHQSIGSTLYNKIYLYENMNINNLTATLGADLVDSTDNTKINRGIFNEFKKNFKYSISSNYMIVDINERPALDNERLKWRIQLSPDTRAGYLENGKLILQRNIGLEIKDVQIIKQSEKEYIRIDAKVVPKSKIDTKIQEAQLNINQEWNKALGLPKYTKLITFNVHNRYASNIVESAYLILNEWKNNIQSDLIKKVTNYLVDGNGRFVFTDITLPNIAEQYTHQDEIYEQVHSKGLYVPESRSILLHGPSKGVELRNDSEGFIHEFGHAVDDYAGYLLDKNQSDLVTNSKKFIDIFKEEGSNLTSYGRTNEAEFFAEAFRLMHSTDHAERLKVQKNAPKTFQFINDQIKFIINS
PfHsp40 yeast = compounds rescuing yeast from Plasmodium falciparum HSP40 toxicity | hit rate 0.68% among 340,000 | growth rescue, % at 12.5 µM | S. cerevisiae expressing PfHsp40, growth rescue, ATP luminescence | AID 504582; in the data active means growth rescue above about 28%, passing the limit was not always enough; inconclusive means no clear call, values can overlap the other calls;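 further: yeast W303a lacking pdr1 and pdr3 grown in galactose medium; growth measured after three days at 30 °C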
PrPC TRFRET = inhibitors of human cell surface prion protein PrPC. TR-FRET read-out. inhibition, % at 13.8 µM. hit rate 0.43% among 370,000; in the data active means inhibition above about 24%; further: 0% = median of the test wells and 100% = reference compound wells
BoNT A protease = BoNT A light chain protease inhibition. multiplex microsphere protease substrate cleavage, flow cytometry. inhibition, % at 10 µM. hit rate 0.17% among 360,000. AID 588499; further: plate controls were buffer without enzyme for full effect and enzyme alone for no effect
TcdB inh = inhibitors of Clostridioides difficile toxin B glycohydrolase; AID 652162; hit rate 0.24% among 350,000; inhibition, % at 9.99 µM; TcdB glycohydrolase enzymatic assay, plate reader; P18177; in the data active means inhibition above about 10%
FadD28 binding = blocks FadD28 binding to the bisubstrate probe. hit rate 0.22% among 360,000. inhibition, % at 12.5 µM. AID 588549. fluorescence polarization; in the data active means inhibition above about 8.5%, passing the limit was not always enough; inconclusive means no clear call, values can overlap the other calls
CCHFV vOTU inh = CCHFV vOTU protease inhibition. Pep-AMC fluorescence. inhibition, % at 11.5 µM. hit rate 0.55% among 370,000; in the data active means inhibition above about 30%; further: 0% = vehicle wells with enzyme and 100% = no enzyme wells
Starred values were filed as active, the others as inactive; ? = inconclusive; · = no result given. Unless noted, no stated cut-off is given here; in the data, active means inhibition above about 30%; inconclusive means no clear call, values can overlap the other calls; inactive means below that.

Structure	Yp Topo-I inh	BoNT-F LC inh	Anthrax LF inh2	PfHsp40 yeast	PrPC TRFRET	BoNT A protease	TcdB inh	FadD28 binding	CCHFV vOTU inh
COc1ccccc1N1CCN(Cc2ccccc2Cl)CC1	-1	-7	-9	1.3	-8	-3.4	·	-1.9	0
CN(C(=O)COC(=O)c1ccc2c(c1)OCO2)c1c(N)n(Cc2ccccc2)c(=O)[nH]c1=O	4	-18	-1	0.3	-12	-3.3	2.1	-4.2	7
COc1ccc(CN2CCN(Cc3c[nH]c4ccccc34)CC2CCO)cc1C (stereo not drawn)	4	?	9	0.5	-9	-0.1	0.9	-1.6	8
COc1ccc(C2NC(=O)CCC2[N+](=O)[O-])cc1OC (stereo not drawn)	0	-12	1	-3.5	-4	-0.3	1.9	-0.1	3
Nc1nc(C(c2ccccc2)c2ccccc2)cs1	4	3	-2	0.1	1	1.6	-1.2	-4.2	27
CCOc1ccc(-c2cn(S(=O)(=O)c3cccc4nsnc34)nc2N)cc1	-3	-3	-2	0.1	-8	-0.2	·	1.3	8
CN1CCN(C(=O)C(Cc2ccccc2)NS(=O)(=O)c2ccc3c(c2)CCC(=O)N3)CC1 (stereo not drawn)	-11	2	0	0.1	-1	-0.4	0.3	-1.0	14
Cc1cc(N2C(=O)C3CCC(c4ccccc4)CC3C2=O)no1 (stereo not drawn)	2	-2	-2	1.1	-1	-0.2	0.0	-0.4	-14
CCN(CC)S(=O)(=O)c1ccc(N2CCOCC2)c(C(=O)O)c1	0	-4	-2	-1.0	-7	-0.3	·	-4.4	-11
O=C(O)c1ccc(S(=O)(=O)NCC2CCCCC2)cc1	-4	0	-10	-0.7	-4	-1.1	0.3	-4.0	8
C#CCOCCOCCOCCNc1nc(N2CCN(C(=O)[C@H]([C@@H](C)O)n3cc(CCCCN)nn3)CC2)nc(N2CCN(C(=O)[C@H](CCCCN)n3cc(CCCC)nn3)CC2)n1	-1	-14	6	-0.3	0	0.1	0.2	-1.8	-5
Cc1cc(NC(=O)CN2C(=O)NC(C)(CCc3ccccc3)C2=O)no1 (stereo not drawn)	3	-5	-3	0.1	3	-0.1	-0.9	-0.6	1

Later entries:
Structure	Yp Topo-I inh	BoNT-F LC inh	Anthrax LF inh2	PfHsp40 yeast	PrPC TRFRET	BoNT A protease	TcdB inh	FadD28 binding	CCHFV vOTU inh
CCN(CC1CCCN(CCc2cccc(F)c2)C1)C(=O)c1ccc(CSC)o1 (stereo not drawn)	24	5	3	-0.5	1	-0.8	1.9	0.7	13
C/C(=N\NC(=O)CNC(=O)c1ccc2c(c1)OCO2)c1ccco1	-4	-3	0	1.1	3	-0.2	-0.8	-1.4	10
CCN(CC)C(=O)CC(c1cc(OC)c(OC)c(OC)c1)c1c(OC)cc(OC)c2c(-c3ccccc3)cc(=O)oc12 (stereo not drawn)	35	7	-6	0.3	6	0.4	·	-3.8	7
Cc1c(CN2CCc3c([nH]c4ccccc34)C2CC(C)C)cnn1C (stereo not drawn)	6	-6	-12	-0.9	-7	-3.3	1.0	-0.6	-11
NC(c1csc(Nc2ccccn2)n1)c1ccccc1Cl (stereo not drawn)	-4	-13	-4	·	8	0.0	-5.4	-0.5	5
Cn1ccc2c(N3CCOCC3)cc3c(c21)C1CCC3C1 (stereo not drawn)	·	10	-2	·	-5	1.0	-12	-0.6	0
CCCC(C(=O)N1CCOCC1)N1C(=O)C2C3C=CC(C3)C2C1=O (stereo not drawn)	4	2	-4	-1.4	3	0.1	-1.0	-1.3	1
CCOC(=O)c1[nH]c(C)c(C(=O)N2CCCC(Nc3ccc(C)c(C)c3)C2)c1C (stereo not drawn)	-2	0	-2	0.7	4	-2.1	2.4	-1.4	0
COc1ccc2c(c1)[C@@]13CCC=C[C@H]1[C@@H](C2)NCC3	-9	12	-7	9.2	-5	0.1	-0.3	-1.7	2
CCCC(=O)N1CCC1(C)C(=O)NS(=O)(=O)c1cccc(C)c1 (stereo not drawn)	-2	-2	-4	·	8	-0.5	1.5	-2.2	15
N=c1c2c(n(Cc3ccc(Cl)c(Cl)c3)c3c1CCC3)CCCC2	11	-6	1	-1.7	16	0.8	·	-5.4	-1
O=C1NC(c2ccccc2)C(c2ccccc2)N1 (stereo not drawn)	-3	-5	-1	-1.8	8	0.0	-1.0	-2.7	5

(listing goes on)
Structure	Yp Topo-I inh	BoNT-F LC inh	Anthrax LF inh2	PfHsp40 yeast	PrPC TRFRET	BoNT A protease	TcdB inh	FadD28 binding	CCHFV vOTU inh
Cc1cc(C)c(OCC(=O)OCC(=O)NNC(=O)c2ccccc2F)c(C)c1	4	-8	0	-1.6	-1	-1.2	-0.1	-2.0	9
COC(=O)c1ccc(N2CCN(C)CC2)c(NC(=O)COc2cccc(C)c2)c1	16	0	-16	0.9	3	-3.5	1.7	0.1	-9
CCn1cc(C(=O)NCc2ccco2)c(=O)c2cc(F)c(N3CCN(C(=O)c4ccco4)CC3)cc21	4	4	0	1.4	-3	-0.1	·	-0.3	-3
Cc1cccc(Cc2cnc(NC(=O)C3=NCCN3)s2)c1	0	-3	-5	-1.2	7	-0.2	0.9	-0.1	13
Cc1cc(C)cc(NC(=S)NC2CC3CCCC(C2)N3C2CC2)c1 (stereo not drawn)	4	1	-11	-1.2	-4	0.0	2.4	-2.0	-5
O=C1CCCC(O)=C1C1C2=C(CCCC2=O)OC2=C1C(=O)CCC2	0	-5	-9	1.8	0	-0.9	-0.9	-1.1	0
Cc1ccc(/C=C2\SC(=S)N(CCC(=O)NNC(=O)c3ccncc3)C2=O)cc1	-6	-5	-7	·	0	-0.6	-1.2	-0.5	-10
O=C(NCc1ccccc1)C1CCC(=O)N(CCN2CCOCC2)C1 (stereo not drawn)	-13	-8	1	-0.6	5	-0.7	1.1	0.1	-16
Cc1ccc(-c2nnc(SCC(=O)NC3CCCc4ccccc43)n2N)cc1 (stereo not drawn)	3	5	1	0.7	3	1.1	·	-4.9	-9
COc1ccccc1Cc1c(-c2cccc(Br)c2)nc2ccc(Br)cn12	·	-11	-2	·	4	2.6	0.5	-4.6	18
CS(=O)(=O)N(CC(=O)N1CCCCCC1)c1cccc(Br)c1	-5	-10	-2	0.0	4	-1.0	·	-2.7	8
CN(CC(=O)Nc1ccc(F)cc1)C(=O)COC(=O)c1cc(S(=O)(=O)N(C)C)ccc1N1CCCC1	0	-7	7	1.2	-2	-0.5	1.1	1.0	0

(listing goes on)
Structure	Yp Topo-I inh	BoNT-F LC inh	Anthrax LF inh2	PfHsp40 yeast	PrPC TRFRET	BoNT A protease	TcdB inh	FadD28 binding	CCHFV vOTU inh
O=C(O)C(Cc1c[nH]c2ccccc12)N1C(=O)c2ccccc2C1=O (stereo not drawn)	7	3	-3	0.4	6	-0.2	-0.9	1.2	-7
CCc1ccc(NC(=O)c2cc(S(=O)(=O)N3CCc4ccccc43)cn2C)cc1	21	-8	3	-0.9	6	-0.5	-0.6	-1.8	-4
O=C(O)CC(c1ccc(Br)cc1)N1Cc2ccccc2C1=O (stereo not drawn)	10	-7	14	-0.7	7	-0.3	1.0	·	6
COc1ccccc1NS(=O)(=O)c1cccc(C(=O)N/N=C/c2c(C)nn(-c3ccccc3)c2N2CCCC2)c1	3	-12	-2	-0.8	-3	-1.4	1.6	0.4	-7
CCOC(=O)c1sc(NC(=O)CSc2nnc(C(C)C)n2CC)nc1C	-3	-20	-1	-1.9	0	-0.2	·	0.8	3
Cc1cc(C)cc(NC(=O)[C@H](Cc2c[nH]c3ccccc23)NC(=O)[C@@H]2Cc3ccccc3CN2)c1	-6	-28	-10	0.6	-7	-0.2	1.3	-3.6	8
Cc1cc(C)n(-c2nc(O)cc(=O)[nH]2)n1	3	7	1	-0.8	-6	-0.9	·	-4.7	6
O=C(NCCc1ccccc1)c1[nH]c(C(F)(F)F)nc1-c1ccccc1	·	-16	-10	·	4	-0.8	1.3	-0.2	-10
Cc1cc(C(=O)CSc2nnc(-c3cccnc3)n2-c2ccccc2F)c(C)n1CC1CCCO1 (stereo not drawn)	27	-11	1	0.1	-6	-0.7	·	0.8	-2
O=C(Nc1cccc(C(F)(F)F)c1)c1cccc(NS(=O)(=O)c2ccc(O)c(C(=O)O)c2)c1	-1	?	2	9.2	2	2.3	-3.9	·	10
C#CCNc1nc(C(C)C)nc2c1nnn2Cc1ccccc1F	20	-4	-2	-0.9	10	-0.3	·	-3.3	12
Cc1cscc1-c1nc(NCC2CC2)nc2ccsc12	7	2	4	·	-1	-0.1	11*	1.4	-6

More entries:
Structure	Yp Topo-I inh	BoNT-F LC inh	Anthrax LF inh2	PfHsp40 yeast	PrPC TRFRET	BoNT A protease	TcdB inh	FadD28 binding	CCHFV vOTU inh
COc1ccc2ccc(OCC(=O)NCC3CCCO3)cc2c1 (stereo not drawn)	7	-2	-4	1.4	-7	5.1	-1.4	0.1	4
O=C(O)/C=C/c1ccc2c(-c3ccccc3)onc2c1	-1	-6	-2	-0.1	5	-1.0	-0.1	-8.0	0
COc1ccc(Cl)cc1-c1cc(C(=O)NCC2CCCCC2)[nH]n1	14	-21	-13	·	14	-1.5	0.8	-1.8	15
O=C(Nc1nnc(CSCc2ccccc2F)s1)c1cccc([N+](=O)[O-])c1	-4	-2	-1	0.3	-1	1.4	0.4	-2.2	-10
O=C1CCC(=O)N1CC(=O)N1CCCc2ccccc21	5	7	-2	-0.1	-5	-0.5	1.2	-2.8	-2
N#C/C(=C\c1ccc(O)cc1)C(=O)NCc1ccccc1	4	-11	-3	0.0	6	-2.3	0.4	0.8	18
CC(=O)c1ccc(NC(=O)COC(=O)C2CC3C=CC2C3)cc1 (stereo not drawn)	10	3	-4	0.9	-1	-0.1	0.0	0.3	-14
O=C(O)c1[nH]c2ccccc2c1C(c1c(F)cccc1Cl)c1c(C(=O)O)[nH]c2ccccc12	-3	-5	-9	7.2	8	-2.7	-0.4	24*	15
O=C(/C(C=Nc1ccc(F)cc1)=C(/O)c1ccco1)C(F)(F)F	-1	2	1	-0.2	3	0.9	·	-1.8	33*
O=C(COC(=O)c1cnccn1)c1ccc2c(c1)CCCC2	-5	2	-5	-0.4	3	1.8	·	-0.4	-6
Cc1cc(-c2ccc(C)c(S(=O)(=O)NC(C)Cc3ccco3)c2)on1 (stereo not drawn)	24	3	-3	1.4	2	-0.2	-1.1	-1.9	11
CCn1ccc(C(=O)NCCCN2CCCC2=O)n1	-7	-4	-2	1.2	4	0.5	1.2	-4.6	-4

(further entries)
Structure	Yp Topo-I inh	BoNT-F LC inh	Anthrax LF inh2	PfHsp40 yeast	PrPC TRFRET	BoNT A protease	TcdB inh	FadD28 binding	CCHFV vOTU inh
CCc1ccc(C(=O)COC(=O)C(Cc2ccccc2)NC(=O)c2ccc(Cl)cc2)cc1 (stereo not drawn)	-3	-27	-6	0.8	-1	-2.1	·	-4.1	5
Cc1cc2occ(CC(=O)N(CC(C)C)c3c(N)n(Cc4ccccc4)c(=O)[nH]c3=O)c2cc1C	-11	0	5	-0.4	8	-3.0	2.2	-2.2	4
NC(=O)CCC(=O)N1CCCC(C(=O)c2ccc3c4c(cccc24)CC3)C1 (stereo not drawn)	2	4	1	1.2	-7	0.1	-2.4	0.8	-19
COC(=O)C1(C)NC(c2ccccc2C)C2C(=O)N(c3ccccc3)C(=O)C21 (stereo not drawn)	-11	8	-7	-0.7	2	-5.6	1.8	-0.2	-14
CC1(C)CC[C@]2(C(=O)O[C@@H]3OC(CO)[C@@H](O)[C@H](O)[C@H]3O)CC[C@]3(C)C(=CCC4[C@@]5(C)CC[C@H](O[C@@H]6OC(C(=O)O)[C@@H](O)[C@H](O)[C@H]6O)C(C)(C)C5CC[C@]43C)[C@@H]2C1 (stereo partly drawn)	19	-2	-7	2.1	-2	0.0	-2.1	-12	3

Grouped by structure: those above containing a nitro group on carbon
Structure	Yp Topo-I inh	BoNT-F LC inh	Anthrax LF inh2	PfHsp40 yeast	PrPC TRFRET	BoNT A protease	TcdB inh	FadD28 binding	CCHFV vOTU inh
COc1ccc(C2NC(=O)CCC2[N+](=O)[O-])cc1OC (stereo not drawn)	0	-12	1	-3.5	-4	-0.3	1.9	-0.1	3
O=C(Nc1nnc(CSCc2ccccc2F)s1)c1cccc([N+](=O)[O-])c1	-4	-2	-1	0.3	-1	1.4	0.4	-2.2	-10

Hits appear at their usual frequency, and some 2.3% of all compounds hit somewhere here.
